# Screening results: PubChem BioAssay, several laboratories
# Bcl-B TR3 displacers = displacers of TR3 peptide from Bcl-B, primary screen, selectivity assay for Bfl-1 inhibitor project, biochemical, fluorescence polarization; FP displacement of FITC-TR3 peptide from Bcl-B; higher % means a stronger effect; one-dose displacement, % at 20 µM; IC50 in µM for titrated hits; 0.11% of 96,000 active; AID 748;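 active = displacement above 50% at 20 µM plus a fluorescence interference ratio under 1.5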;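 also: plate controls were wells without compound for no effect and wells lacking Bcl-B protein for full effect; a part of the inactive calls stands beside numbers as strong as those of hits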
# MRP reversal = reverses drug resistance mediated by MRP. H69AR cells + 2 uM doxorubicin, CellTiter-Glo, 72 h. differential viability (reversal), % at 10 µM. 0.04% of 85,000 active. AID 602;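 active = viability drop by adding the cancer drug above about 55%, with treated viability meeting a 40% cutoff, limit read from the data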;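 also: viability without doxorubicin minus viability with 2 µM doxorubicin for each compound; larger differential means the compound sensitizes cells more to doxorubicin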
# IL1B NFkB pot = enhances IL-1B driven NFkB nuclear translocation; 0.3% of 94,000 active; AID 819; HUVEC IL-1B NFkB p65 nuclear translocation imaging; activation, % at 2 µM;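 active = activation above 40%, about the mean plus 3 SD, also judged a hit on visual image review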;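 also: percent activation is computed from the nuclear over cytoplasmic p65 intensity ratio; values of inactives mirror those of a sister screen read the other way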
# IL1B NFkB inh = blocks IL-1B driven NFkB nuclear translocation in HUVEC cells. inhibition, % at 2 µM. HUVEC IL-1B NFkB p65 nuclear translocation imaging. 0.43% of 94,000 active;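 active = inhibition above about 30% together with a positive call from visual inspection of the well image, limit read from the data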;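 also: nuclear over cytoplasmic p65 intensity ratio measured by imaging; 0% = IL-1B stimulated DMSO wells and 100% = unstimulated DMSO wells; values of inactives mirror those of a sister screen read the other way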
# PLAP inhibitors HTS = PLAP enzyme inhibitors, biochemical, luminescence, HTS (AID 690); purified PLAP, luminescent substrate; higher % means a stronger effect; 0.08% of 96,000 active; one-dose inhibition, % at 20 µM; IC50 in µM for titrated hits; in the data active = a potency from the dose series; inactive = the rest, 99 in 100 with inhibition below about 30%; also: strong numbers were not always called active
# MRP reversal cytotoxicity = recorded beside MRP reversal, whose call it bears; viability, %; H69AR cells, CellTiter-Glo, 72 h; measured here: cytotoxicity without doxorubicin
# MRP reversal with doxorubicin = further read-out of MRP reversal, marked with its call; viability, %; measured here: viability with 2 uM doxorubicin; stronger effect = lower value
# IL1B NFkB inh cell count 2 µM = further read-out of IL1B NFkB inh, marked with its call; cell count; measured here: cells passing quality filter;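 raw number of nuclei counted in each imaged well without normalization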
# IL1B NFkB pot cell count 2 µM = recorded beside IL1B NFkB pot, whose call it bears; cell count; measured here: cells passing quality filter
# Active calls of the source: *; · = no result given. An excerpt; rates above refer to the full screens.
SMILES,Bcl-B TR3 displacers,MRP reversal,MRP reversal cytotoxicity,MRP reversal with doxorubicin,IL1B NFkB pot,IL1B NFkB pot cell count 2 µM,IL1B NFkB inh,IL1B NFkB inh cell count 2 µM,PLAP inhibitors HTS
O=C(CNC1CCCCCC1)Nc1ccc(N2CCCC2)cc1,3.5%,·,·,·,0.8,135,-0.8,135,-2.6%
CSc1nnc2c(n1)[nH]c1c(C)cccc12,16.4%,-25.9,62.9,88.8,-12.5,75,12.5,75,3.1%
O=C1CCCCCN1CP(=O)(O)CCc1ccccc1,10.2%,-4.2,95.7,99.9,0.2,139,-0.2,139,-18.7%
O=C(CSc1ncccn1)Nc1ccc(S(=O)(=O)N2CCCCC2)cc1,-8.4%,-9.2,87.3,96.5,8.9,135,-8.9,135,4.6%
COc1ccccc1CN(Cc1cc2cc(C)cc(C)c2[nH]c1=O)Cc1nnnn1CC1CCCO1 (configuration not stated),3.8%,24.3,65.7,41.4,20.5,93,-20.5,93,11.7%
COc1cccc(C2c3c(oc4ccc(Cl)cc4c3=O)C(=O)N2c2cc(C)on2)c1OC (configuration not stated),3.3%,-3.2,6.6,9.7,6.3,193,-6.3,193,-33.7%
CCCCCOc1ccc(NC(=O)C(=O)NCCC2=CCCCC2)cc1,4.2%,1.7,87.4,85.7,7.0,148,-7.0,148,-16.9%
S=c1[nH]c2ncccc2o1,-3.2%,-10.6,103.4,114.0,13.1,190,-13.1,190,11.4%
CCC(C)NC(=O)CCS(=O)(=O)c1ccc2c(c1)n(C)c(=O)c(=O)n2C (configuration not stated),-1.0%,0.2,97.0,96.8,·,·,·,·,-10.9%
Cc1sc(CO)c(Sc2ccccc2)c1C(=O)O,3.4%,-8.1,98.8,107.0,3.4,161,-3.4,161,-14.7%
CC(=O)N1CCCc2cc(S(=O)(=O)N3CCN(c4ccccn4)CC3)ccc21,-5.7%,-5.5,87.7,93.2,·,·,·,·,-25.8%
COC(=O)c1cn(CCOc2ccccc2OC)c2ccccc12,·,-4.5,66.7,71.2,2.9,127,-2.9,127,·
COc1ccc(N2C(=O)CC(n3cnc4ccccc43)C2=O)cc1 (configuration not stated),7.7%,2.5,96.2,93.6,9.9,89,-9.9,89,-10.6%
CCCNC(=O)Cc1ncn[nH]1,-12.8%,-11.2,98.6,109.8,22.1,133,-22.1,133,6.0%
O=C(NC1CCS(=O)(=O)C1)c1cn(-c2ccccc2)nc1-c1ccccc1 (configuration not stated),5.4%,10.5,86.3,75.8,8.1,119,-8.1,119,4.6%
COC(=O)CC1NCCNC1=O (configuration not stated),5.5%,5.8,98.7,92.9,-5.9,215,5.9,215,2.3%
COc1cccc(N=Cc2ccc(O)cc2O)c1,-61.6%,-5.2,92.4,97.6,·,·,·,·,11.6%
CN1CCN(S(=O)(=O)c2ccc(Br)c3nsnc23)CC1,8.3%,-28.3,2.9,31.2,4.2,196,-4.3,196,-29.2%
Cn1c(=O)c(C(=O)NC2CCCCCCC2)c(O)c2ccccc21,-2.2%,14.1,98.7,84.7,·,·,·,·,-6.2%
COc1ccc(-c2noc(CN3CCOCC3)n2)cc1OC,-7.9%,9.9,101.4,91.5,-5.7,138,5.7,138,13.8%
COCCOC(=O)C(C#N)c1nc2ccccc2nc1N1CCN(Cc2ccccc2)CC1 (configuration not stated),-15.1%,0.8,83.3,82.4,·,·,·,·,-63.5%
COCCN(CCOC)c1nc(S(=O)(=O)c2ccc(C)cc2)c(Cl)s1,4.3%,-13.1,86.6,99.7,0.0,110,0.0,110,-73.6%
Cc1ccc(NC2=Nc3ccccc3CC2)cc1,-0.2%,-21.0,80.5,101.5,4.7,197,-4.7,197,24.0%
COc1ccc(CN(C(=O)CNC(=O)c2ccco2)C(C(=O)NC2CCCC2)c2ccco2)cc1 (configuration not stated),-8.3%,-9.4,76.7,86.1,12.7,160,-12.7,160,8.0%
COc1ccc2c(c1)cc1n2CCN2CCCN=C12,-4.5%,3.7,88.6,84.9,16.6,116,-16.6,116,10.0%
COc1ccc(-c2noc(COc3ccc4c(c3)OCO4)n2)cc1,-3.0%,6.7,93.3,86.5,-2.5,55,2.5,55,-15.1%
O=C(Nc1cccnc1)c1cc2c(ccc3ccccc32)o1,-4.1%,5.4,82.8,77.3,3.7,140,-3.7,140,9.4%
CC(C)c1nc2oc3c(NCC4CCCO4)ncnc3c2c2c1CCC2 (configuration not stated),-9.0%,-33.4,43.0,76.3,-7.5,143,7.5,143,-66.6%
O=S(=O)(NCCSc1nnnn1-c1ccccc1)c1cccs1,-2.3%,2.7,81.3,78.6,6.5,115,-6.5,115,12.1%
O=C(O)C(Cc1ccccc1)N1Cc2ccccc2C1=O (configuration not stated),1.8%,-6.3,93.4,99.7,40.2*,174*,-40.2,174,-20.1%

# 4 of the entries above in order of their number in IL1B NFkB pot, largest number first.
SMILES | Bcl-B TR3 displacers | IL1B NFkB pot | IL1B NFkB pot cell count 2 µM | PLAP inhibitors HTS
COc1ccccc1CN(Cc1cc2cc(C)cc(C)c2[nH]c1=O)Cc1nnnn1CC1CCCO1 (configuration not stated) | 3.8% | 20.5 | 93 | 11.7%
COc1ccc(CN(C(=O)CNC(=O)c2ccco2)C(C(=O)NC2CCCC2)c2ccco2)cc1 (configuration not stated) | -8.3% | 12.7 | 160 | 8.0%
O=S(=O)(NCCSc1nnnn1-c1ccccc1)c1cccs1 | -2.3% | 6.5 | 115 | 12.1%
CC(C)c1nc2oc3c(NCC4CCCO4)ncnc3c2c2c1CCC2 (configuration not stated) | -9.0% | -7.5 | 143 | -66.6%

# Additional records follow:
SMILES,Bcl-B TR3 displacers,MRP reversal,MRP reversal cytotoxicity,MRP reversal with doxorubicin,IL1B NFkB pot,IL1B NFkB pot cell count 2 µM,IL1B NFkB inh,IL1B NFkB inh cell count 2 µM,PLAP inhibitors HTS
COc1ccc(CCn2c(Br)nc3c2c(=O)[nH]c(=O)n3C)cc1,-3.6%,·,·,·,4.9,143,-15.2,156,-13.8%
Cc1cc(=O)oc2cc(OCC(=O)OCC(=O)N3CCc4ccccc43)ccc12,1.7%,0.8,91.9,91.0,21.5,159,-21.5,159,5.2%
COc1cc(Cl)c(C)cc1NC(=O)CSc1nnc(-c2ccccn2)n1Cc1ccco1,2.0%,1.9,84.5,82.7,11.5,139,-11.5,139,0.8%
N=c1c2c(-c3ccccc3)c(-c3ccccc3)n(Cc3ccco3)c2ncn1Cc1ccccc1,-8.8%,-30.2,9.9,40.1,1.3,164,-1.3,164,-49.6%
CC(C)(C)CC(C)(C)NC(=O)CSCC(=O)Nc1ccc2ccccc2c1,·,3.3,67.9,64.6,-9.0,94,9.0,94,·
CC(Oc1ccc(Cl)cc1)C(=O)OCC(=O)Nc1ncc(Cl)cc1Cl (configuration not stated),7.9%,12.2,104.9,92.7,18.1,144,-18.1,144,4.5%
CC(=O)C1=C(O)C(=O)N(Cc2cccnc2)C1c1ccc(Cl)cc1 (configuration not stated),·,-6.0,97.4,103.4,3.2,140,-3.3,140,·
Cc1ccc(-c2noc(CSc3nnnn3-c3ccccc3)n2)cc1,-15.2%,10.4,86.2,75.8,-2.5,119,2.5,119,30.5%
CC1CCCCC1NC(=O)CCCc1nc2ccccc2c(=O)[nH]1 (configuration not stated),-6.1%,20.4,100.8,80.4,6.2,152,-6.2,152,6.4%
O=C(c1cccs1)N1CCN(Cc2ccc3c(c2)OCO3)CC1,23.0%,·,·,·,-9.6,121,9.6,121,-16.9%

# For reference, 2 of the compounds above.
SMILES,Bcl-B TR3 displacers,MRP reversal,MRP reversal cytotoxicity,MRP reversal with doxorubicin,IL1B NFkB pot,IL1B NFkB pot cell count 2 µM,IL1B NFkB inh,IL1B NFkB inh cell count 2 µM,PLAP inhibitors HTS
O=C(CNC1CCCCCC1)Nc1ccc(N2CCCC2)cc1,3.5%,·,·,·,0.8,135,-0.8,135,-2.6%
CSc1nnc2c(n1)[nH]c1c(C)cccc12,16.4%,-25.9,62.9,88.8,-12.5,75,12.5,75,3.1%

# More structures
SMILES,Bcl-B TR3 displacers,MRP reversal,MRP reversal cytotoxicity,MRP reversal with doxorubicin,IL1B NFkB pot,IL1B NFkB pot cell count 2 µM,IL1B NFkB inh,IL1B NFkB inh cell count 2 µM,PLAP inhibitors HTS
O=C(CCc1nc2ccccc2s1)N1CCN(S(=O)(=O)c2cccs2)CC1,4.4%,2.0,80.1,78.1,24.5,179,-24.5,179,-75.2%
CCOC(NC(=O)c1ccccc1)C(NC(=O)c1ccccc1)OCC (configuration not stated),-1.7%,-8.1,88.1,96.2,-7.0,164,7.0,164,4.9%
CCOC(=O)N1CCC(N(C(=O)Nc2ccc(CC)cc2)C(C)CC)CC1 (configuration not stated),-13.1%,17.8,91.7,73.9,22.4,115,-22.4,115,-18.4%
O=C(O)C1CC=CCC1C(=O)Nc1ccccc1Cl (configuration not stated),-79.3%,0.6,100.0,99.4,·,·,·,·,-10.1%
CCCCSc1nnc(-c2ccc(C)cc2)o1,-10.2%,10.0,107.4,97.4,18.8,103,-18.8,103,12.0%
COc1ccc2c(CC(=O)NCc3ccc4c(c3)OCO4)coc2c1,3.4%,-15.8,101.3,117.1,24.9,140,-24.9,140,-19.5%
CCC1CCCCN1CCCNC(=O)CNC(=O)Cn1ccc2ccccc2c1=O (configuration not stated),15.7%,5.7,85.9,80.2,0.7,133,-0.7,133,-29.4%
CCOc1cc(C2C(C(=O)N3CCOCC3)=C(C)NC3=C2C(=O)CCC3)ccc1O (configuration not stated),-4.1%,11.1,101.5,90.5,1.9,97,-1.9,97,3.7%
Cc1ccc(N2C(N)=C(C#N)C(c3cccnc3)C3=C2CC(C)(C)CC3=O)cc1 (configuration not stated),-4.0%,-8.3,23.5,31.9,1.3,106,-1.3,106,-11.6%
O=C(Nc1ccccc1)c1cc2c(=O)c3ccccc3oc2nc1C(F)(F)F,-7.7%,·,·,·,6.5,188,-6.5,188,0.3%
CCN(CC)S(=O)(=O)c1cccc(-c2nnc(SC(C)C(N)=O)n2CCc2ccccc2)c1 (configuration not stated),5.8%,2.9,75.5,72.6,-4.0,175,4.0,175,-59.6%
O=C(CSc1nnc(-c2cccnc2)n1-c1ccccc1)NCc1ccc2c(c1)OCO2,3.7%,0.5,81.4,80.9,31.5,85,-31.5,85,13.6%
CCc1cc(N2CCOCC2)cc2c1[nH]c1ccccc12,15.6%,-11.9,67.1,79.0,7.0,129,-7.0,129,12.9%
CS(=O)(=O)N1CCN(c2ccccc2NC(=O)C(c2ccccc2)c2ccccc2)CC1,-1.0%,-12.4,85.1,97.5,17.1,138,-17.1,138,-9.8%
CCOc1c2ccc(C(=O)NCc3ccc(OC(F)(F)F)cc3)cc2nn1C,0.7%,·,·,·,12.3,136,-12.3,136,-12.7%
Cc1ccc(NC(=O)c2sc3nc[nH]c(=O)c3c2C)c(C)c1,0.0%,·,·,·,0.4,135,-0.4,135,0.0%
CCOC(=O)c1c(NC(=O)CSc2nnc(-c3cccnc3)o2)sc(C(C)=O)c1C,-16.8%,-8.3,83.3,91.6,-12.1,99,12.1,99,-6.1%
Cc1ccc(SCc2noc(C(=O)NC(C)C)c2C(=O)O)cc1C,-10.9%,·,·,·,9.7,143,-9.7,143,-1.1%
COc1cccc2cc(C(=O)N3CCN(C(=O)c4ccco4)CC3)c(=O)oc12,-7.5%,16.3,104.9,88.6,9.3,143,-9.3,143,9.9%
COc1ccc(CNC(=O)c2ccc(N3CCCC3=O)cc2)cc1,-1.7%,4.0,101.4,97.4,5.6,118,-5.6,118,14.9%
CC(C)COC(=O)c1cc(-c2ccc(/C=N/n3cnnc3)o2)ccc1Cl,-9.9%,8.9,99.0,90.1,11.7,146,-11.7,146,-11.6%
CCCNC(=O)COC(=O)c1[nH]c(C)c(C(=O)OCC)c1C,2.6%,-1.2,94.6,95.8,4.4,118,-4.4,118,-23.5%
COc1cc2c(cc1OC)C(C(=O)NC1CC1)C1c3ccccc3CCN1C2=O (configuration not stated),·,·,·,·,13.5,68,-13.5,68,·
CCCNc1nc2c(c(=O)[nH]c(=O)n2C)n1CCC(C)C,11.9%,-11.6,80.6,92.2,6.1,207,-6.1,207,19.8%
CC(C)Oc1ccc(C2CC(=O)N(c3ccccc3)C2=O)cc1 (configuration not stated),1.8%,9.5,96.2,86.6,-2.1,139,2.1,139,-6.3%
